# High-throughput results as filed in PubChem.
# sEH inhibitor = blocks human soluble epoxide hydrolase activity; recombinant human sEH enzymatic activity assay; AID 707; P34913; 91,000 compounds, 0.34% hits; inhibition, % at 2 µM; in the data active = inhibition above about 80%; note: values of inactives mirror those of a sister screen read the other way; many of its hits are not listed in these tables
# S1P2 agonist = S1P2 (human) receptor agonism; S1P2-expressing cell line, agonist reporter read-out; activation, % at 4.5 µM; 97,000 compounds, 0.46% hits; in the data active = activation above about 16%;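 note: 0% = vehicle low control and 100% = maximal reference agonist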
# S1P2 antag = blocks the human S1P2 receptor | cell-based S1P2 antagonist assay, inhibition at 5 uM | 97,000 compounds, 0.21% hits | O95136 | inhibition, % at 5 µM | AID 736; in the data active = inhibition above about 45%;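 note: CRE beta-lactamase reporter cells expressing human S1P2 stimulated with S1P; 0% = agonist at EC80 alone and 100% = agonist plus reference antagonist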
# LYP act = activators of human LYP (PTPN22) phosphatase; 96,000 compounds, 0.11% hits; activation, % at 2 µM; AID 697; recombinant LYP, DiFMUP fluorescence; 0 = plate median, 100 = signal doubled;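 active = activation at 2 µM above a set limit, the mean plus 5 SD, cut at about 37% in these data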
# Target sequence (Q9Y2R2 whole entry, looked up): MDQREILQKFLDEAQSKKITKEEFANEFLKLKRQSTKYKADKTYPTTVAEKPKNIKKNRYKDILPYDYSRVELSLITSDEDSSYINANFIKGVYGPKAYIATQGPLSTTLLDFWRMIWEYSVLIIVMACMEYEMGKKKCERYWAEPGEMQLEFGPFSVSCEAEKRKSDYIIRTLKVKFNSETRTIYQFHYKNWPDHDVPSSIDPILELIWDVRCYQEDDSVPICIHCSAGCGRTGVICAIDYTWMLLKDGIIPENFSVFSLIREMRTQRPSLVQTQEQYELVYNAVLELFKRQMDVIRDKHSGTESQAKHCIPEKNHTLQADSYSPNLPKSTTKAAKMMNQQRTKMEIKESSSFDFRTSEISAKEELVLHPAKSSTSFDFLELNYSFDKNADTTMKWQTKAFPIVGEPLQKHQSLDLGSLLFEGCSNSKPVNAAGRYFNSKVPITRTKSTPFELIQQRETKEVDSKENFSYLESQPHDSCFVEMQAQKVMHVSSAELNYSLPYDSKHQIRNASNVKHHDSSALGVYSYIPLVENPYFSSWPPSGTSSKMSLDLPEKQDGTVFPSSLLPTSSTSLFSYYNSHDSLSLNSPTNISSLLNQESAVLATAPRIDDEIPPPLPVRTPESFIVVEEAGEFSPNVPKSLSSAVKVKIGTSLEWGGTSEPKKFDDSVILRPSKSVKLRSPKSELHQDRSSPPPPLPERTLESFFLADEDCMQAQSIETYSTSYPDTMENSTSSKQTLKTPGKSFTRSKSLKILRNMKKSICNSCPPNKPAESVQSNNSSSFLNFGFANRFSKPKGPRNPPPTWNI
# HUVEC inhibit = human endothelial cell proliferation inhibition; HUVEC proliferation, CellTiter-Glo luminescence, 72 h; stronger effect = lower value; AID 648; 86,000 compounds, 1.1% hits; viability, % at 10 µM (by protocol);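 active = viability at or below 30%; inactive = viability above 30%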;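 note: 100% = median luminescence of DMSO-only cell control wells on each plate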
# PostGolgi ctrl = inhibits growth of the yeast control strain; efflux-deficient yeast background strain, growth absorbance A615, 16 h; inhibition, % at 10 µM; 98,000 compounds, 5% hits; AID 738; in the data active = inhibition above about 30%
# sEH activator = increases human soluble epoxide hydrolase activity. P34913. purified human sEH enzymatic activity, activator screen. activation, % at 2 µM. 91,000 compounds, 0.04% hits. AID 717; in the data active = activation above about 37%; note: values of inactives mirror those of a sister screen read the other way
# Fibroblast inh = blocks proliferation of human lung fibroblasts; LL 47 human lung fibroblast viability, ATP luminescence; stronger effect = lower value; viability, % at 10 µM; 85,000 compounds, 1.1% hits; AID 719;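 active = viability at or below 50% in the single dose screen; inactive = viability above 50%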;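 note: compound exposure lasted 72 h before the ATP readout; 100% = median luminescence of untreated cell-only wells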
#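 Assay system: human lung fibroblast line LL 47, low passage. Input: 1,150 fibroblasts seeded per well. Times: overnight cell rest, 72 h compound treatment at 37 °C. Evaluation: % viability of median cell-only signal. Technique: luminescent ATP detection, CellTiter-Glo. Control set: cell-only wells, no compound.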
# H69AR growth 86K = blocks growth of human H69AR lung tumor cells. H69AR lung tumor viability, ATP luminescence, 72 h; stronger effect = lower value. AID 598. viability, % at 10 µM. 85,000 compounds, 6% hits;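 active = viability at or below 40%; inactive = viability above 40%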;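 note: multidrug resistant small cell line overexpressing MRP-1 efflux transporter; 100% = mean luminescence of untreated control wells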
# Starred values were filed as active, the others as inactive; · = not tested or not shown. Only part of the results is shown; rates above refer to the full screens.
SMILES,sEH inhibitor,S1P2 agonist,S1P2 antag,LYP act,HUVEC inhibit,PostGolgi ctrl,sEH activator,Fibroblast inh,H69AR growth 86K
COc1ccc(Oc2c(Cl)cnn(-c3ccccc3)c2=O)cc1,2,-7,-8,7,·,-4,-4,·,·
N#C/C(C(=O)Oc1ccccc1)=C1\C=Cc2ccccc2N1,-24,2,-1,0,95,1,24,98,80
Cc1[nH]c2ccccc2c1Cc1n[nH]c(=S)o1,·,2,-2,7,107,-1,·,95,91
O=C(Cn1nnc(-c2ccc(N3CCOCC3)cc2)n1)OC1CCCCC1,-9,-1,-23,-5,90,16,7,100,96
Cc1cccc(N2CCN(c3cccc(C)c3)C2c2cccnc2)c1,-19,5,-9,0,84,19,17,100,75
CCOc1ccc(N(CC(=O)Nc2ccc(OC)cc2)S(C)(=O)=O)cc1,-7,-1,13,-5,91,-3,7,100,99
CC(CC(=O)Nc1ccc(Cl)c([N+](=O)[O-])c1)c1ccccc1 (configuration not stated),10,-6,14,14,·,19,-8,·,·
O=c1c2c(-c3ccc(Cl)cc3)csc2nc2n1CCC2,-8,4,-37,3,·,18,11,·,·
O=C(CSc1nc(-c2ccco2)cc(C(F)(F)F)n1)N1CCCc2ccccc21,-2,-3,-6,-11,85,·,-2,90,84
Cc1nc(N)nc2c1CCCC2,3,-4,3,2,80,27,-1,98,95
O=C(O)CCC(=O)NC1CCCCC1,7,-3,-3,0,89,8,-5,100,95
CCOCCCNC(=O)C(NC(=O)C1CCC(=O)N1)c1ccc(C)cc1 (configuration not stated),-4,1,13,1,96,-1,4,101,95
CCC(C)NS(=O)(=O)c1ccc(S(=O)(=O)Nc2cc3c(cc2C(C)=O)OCO3)cc1 (configuration not stated),6,-2,-10,-7,100,1,-5,102,89
O=C(NCc1cccnc1)C1CC(=O)N(C2CCCCC2)C1 (configuration not stated),3,-5,13,3,96,-1,-6,·,104
COc1cc(CNn2cn[nH]c2=S)cc(Cl)c1OCc1ccccc1,8,-4,8,4,·,7,-6,·,·
O=C(CCN1C(=O)c2ccccc2C1=O)N1CCN(c2ccccc2)CC1,·,·,·,·,98,0,·,99,97
COc1cc(C)nc(Oc2ccc(=O)n(C)n2)n1,0,-3,-10,12,92,-1,3,90,87
COc1ccc(C2=CC(c3sccc3C)n3nnnc3N2)cc1 (configuration not stated),18,-10,15,1,91,12,-17,94,40
Nc1cccnc1Sc1cc(Cl)cc(Cl)c1,2,-3,-14,-4,·,13,0,·,·
NC(=O)C1CCN(Cc2nc3ccccc3c(=O)[nH]2)CC1,-8,0,-6,2,94,5,10,93,93
O=C(Nc1ccccc1N1CCOCC1)c1ccccc1NS(=O)(=O)c1ccc(F)cc1,33,-3,-13,0,86,34*,-31,108,80
CN(CC(=O)Nc1ccncc1)S(=O)(=O)c1ccc(Br)cc1,1,-4,6,-10,97,4,2,100,97
Cc1c(OCc2nn[nH]n2)ccc2c(-c3ccccc3)cc(=O)oc12,-8,-1,15,4,92,1,8,104,109
CCCc1ccc(-c2c(C)sc(NC(=O)c3ccnn3C)c2C#N)cc1,-19,-4,-14,-5,·,6,20,·,·
CCSc1nnc(N(CCC(=O)O)CCC(=O)O)s1,9,0,8,10,92,1,-10,92,101
Cc1cc(C)nc(NC(=O)c2cccc([N+](=O)[O-])c2C)n1,-2,-6,5,11,·,9,2,·,·
Cc1cccc(/C=N/n2c(C)nnc2C)c1,3,-7,14,-4,99,3,-4,105,95
Cc1cccc(N=c2oc3cc(O)ccc3cc2C(N)=O)c1,-8,30*,-43,1,65,18,6,93,95
Nc1nc(-c2ccco2)nn1C(=O)c1cccnc1,·,·,·,·,97,0,·,95,109
O=Cc1ccc(Sc2nnc(-c3ccccc3)o2)c([N+](=O)[O-])c1,8,-6,4,12,2.4*,25,-8,79,2.0*
C=CCc1cccc(/C=N/c2ncn[nH]2)c1O,·,-6,17,10,84,-6,·,101,96
CCOC(=O)C(C)Oc1ccccc1C1NC(=O)NC(C)=C1C(=O)Nc1ccc(C)c(C)c1 (configuration not stated),-23,-3,14,4,90,15,16,95,·
CC12C(=O)N(c3ccccc3C(=O)O)C(=O)C1C1C=CC2C1 (configuration not stated),-12,-2,-6,-6,100,4,13,101,98
COC(=O)N(C)c1ccccc1C(=O)N1CCOCC1,9,-6,-3,-12,103,2,-8,100,89
Cc1noc(C)c1COC(=O)CCc1ccc(S(=O)(=O)N2CCCCC2)cc1,-7,-8,15,-3,93,4,6,97,92
CCOC(=O)CCP(=O)(O)C(O)c1ccc(OC)cc1 (configuration not stated),3,-7,1,-8,104,0,0,105,105
Cc1cccc(Cn2cnc3c(nnn3Cc3ccc(Cl)cc3)c2=O)c1,-8,-3,14,3,94,6,8,95,107
Fc1ccc(C2CC(c3ccc(F)cc3)n3ncnc3N2)cc1 (configuration not stated),-8,-9,14,-4,100,9,7,100,97
Cc1cc(N2CCC(C(=O)NCC3CC3)CC2)nc(-c2ccccc2)n1,4,-6,8,-8,88,5,-6,102,57
CC(C)[C@H](NC(=O)C1(c2ccccc2)CCN(C(=O)OC(C)(C)C)CC1)C(=O)O,·,-2,4,15,89,7,·,96,88
Cc1sc(NC(=O)CSc2nnc3scc(-c4ccccc4)n23)c(C#N)c1C,-4,-7,4,-1,89,6,7,89,98
O=C(Nc1cccc2ccccc12)/C(=C/c1ccc([N+](=O)[O-])cc1)NC(=O)c1ccccc1,-5,-7,25,1,·,5,3,·,·
Cc1cc(-n2c(C)cc(C(=O)CN3C(=O)NC4(CCCCCC4)C3=O)c2C)no1,·,-1,11,-6,85,-2,·,·,75
Cc1ccccc1C(=O)NNC(=O)c1ccoc1C,-1,-3,15,14,·,-1,-2,·,·
COc1ccc(-n2c(=O)[nH]cc(C(=O)N3CCCc4ccccc43)c2=O)cc1,-7,-1,-19,5,95,2,6,105,105
COc1ccc(OCC(=O)Nc2ccc(S(=O)(=O)N3CCOCC3)cc2)cc1,24,-6,5,11,100,12,-25,100,100
Cc1ccccc1C(=O)NNC(=S)NC(=O)COc1ccccc1,-11,-2,11,4,·,25,12,·,·
COc1ccc(CCCc2nnc(SCC(=O)N/N=C\c3ccc(O)c(OC)c3)o2)cc1C,9,-6,-8,-7,·,1,-9,·,·
Cc1ccc(SC(C)C(=O)NCC(C)C)cc1 (configuration not stated),5,-6,-6,-5,103,13,-2,95,93
O=S(=O)(c1ccc(C2CCCCC2)cc1)N1CCCC1,-4,-3,7,12,98,8,5,91,89
# Additional results follow.
SMILES,sEH inhibitor,S1P2 agonist,S1P2 antag,LYP act,HUVEC inhibit,PostGolgi ctrl,sEH activator,Fibroblast inh,H69AR growth 86K
CCOc1ccc(C(=O)NCc2ccccn2)cc1,·,·,·,·,99,0,·,103,93
CCCNS(=O)(=O)c1ccc(OCC(=O)NCc2ccc3c(c2)OCO3)cc1,12,-8,12,1,89,2,-11,102,90
CN(C)CCCNC(=O)c1ccc(Cl)c(S(=O)(=O)N(C)c2ccccc2)c1,-3,-4,8,-1,·,-4,2,·,·
CCCCNc1nc2ccccc2[nH]1,-16,-4,0,4,96,-2,15,97,84
Cn1c(CN2CCCC2)nc2cc(NC(=O)C3CCCCC3)ccc21,18,-2,9,-5,·,1,-16,·,·
CCC(=O)N1c2ccccc2-c2nnc(SC)nc2OC1c1ccc(OC)c(OC)c1 (configuration not stated),4,-8,4,2,78,16,-5,101,80
Oc1ccc(N=Nc2n[nH]c(-c3ccc(Cl)cc3)n2)cc1,3,-7,12,10,·,19,-1,·,·
c1ccc2sc(Cc3nnc4n3CCCCC4)nc2c1,·,·,·,·,91,41*,·,105,89
CCc1nnc2n1N=C(c1ccc(-c3cc(Cl)ccc3Cl)o1)CS2,·,1,-10,-3,104,19,·,92,8.5*
CCOC(=O)N1CCN(C(=O)c2ccc(N(C)S(C)(=O)=O)cc2)CC1,2,-4,2,-3,94,15,-1,102,101

# Record cards, as listed above. Values in the order: sEH inhibitor | S1P2 agonist | S1P2 antag | LYP act | HUVEC inhibit | PostGolgi ctrl | sEH activator | Fibroblast inh | H69AR growth 86K
# `O=c1c2c(-c3ccc(Cl)cc3)csc2nc2n1CCC2` is listed as -8 | 4 | -37 | 3 | · | 18 | 11 | · | ·
# `CN(C)CCCNC(=O)c1ccc(Cl)c(S(=O)(=O)N(C)c2ccccc2)c1` is listed as -3 | -4 | 8 | -1 | · | -4 | 2 | · | ·

# Next records.
SMILES,sEH inhibitor,S1P2 agonist,S1P2 antag,LYP act,HUVEC inhibit,PostGolgi ctrl,sEH activator,Fibroblast inh,H69AR growth 86K
C=COC(=O)CSc1nc(-c2cccs2)ccc1C#N,·,-12,-8,8,83,9,·,102,85
CC(=O)OC1=C(C#N)Cn2ccc3cccc1c32,8,-4,1,5,92,2,-8,·,74
CN(Cc1cccs1)CC(O)COCc1ccco1 (configuration not stated),4,-3,-9,-8,101,2,-3,100,97
CN(C)c1ccc(C2N(C(=O)N3CCOCC3)CCN2S(=O)(=O)c2ccccc2)cc1 (configuration not stated),·,-6,10,-12,96,-1,·,·,111
COc1ccc(Br)c(/C=N/NC(=O)COc2ccc(-c3ccccc3)cc2)c1,4,-3,4,10,·,18,-2,·,·
CC(OC(=O)C1CCCO1)C(=O)NC1CCCC1 (configuration not stated),-17,-3,-2,-2,106,1,16,106,96
CCCc1cc(-c2[nH]ncc2-c2ccc3c(c2)OCCCO3)c(O)cc1OC,4,-3,-12,0,5.5*,40*,-4,80,18*
Cc1ccc2c(C)c(C(=O)Nc3c(C)n(C)n(-c4ccccc4)c3=O)oc2c1,·,·,·,·,90,7,·,91,97
CC(=O)N1CCc2cc(S(=O)(=O)NC(Cc3ccccc3)C(=O)Nc3cc(C)ccn3)ccc21 (configuration not stated),0,-7,-2,0,82,-2,-3,87,105
COCCCn1c(=S)[nH]c2ncccc2c1=O,3,-7,10,-1,87,8,-2,96,·

# Taken from above.
# CN(Cc1cccs1)CC(O)COCc1ccco1 (configuration not stated) | sEH inhibitor = 4
# COc1ccc(Br)c(/C=N/NC(=O)COc2ccc(-c3ccccc3)cc2)c1 | S1P2 agonist = -3
# Cc1ccc2c(C)c(C(=O)Nc3c(C)n(C)n(-c4ccccc4)c3=O)oc2c1 | HUVEC inhibit = 90
# CN(C)c1ccc(C2N(C(=O)N3CCOCC3)CCN2S(=O)(=O)c2ccccc2)cc1 (configuration not stated) | LYP act = -12
# CC(OC(=O)C1CCCO1)C(=O)NC1CCCC1 (configuration not stated) | Fibroblast inh = 106
# C=COC(=O)CSc1nc(-c2cccs2)ccc1C#N | Fibroblast inh = 102

# Next section
SMILES,sEH inhibitor,S1P2 agonist,S1P2 antag,LYP act,HUVEC inhibit,PostGolgi ctrl,sEH activator,Fibroblast inh,H69AR growth 86K
CCOC(=O)C1=C(C)NC(=O)NC1c1ccc(OCC(=O)N2CCCCC2)cc1 (configuration not stated),·,0,-22,-1,92,6,·,102,98
O=C(C1CCC(N2C(=O)C3CC=CCC3C2=O)CC1)N1CCCCC1 (configuration not stated),4,-3,-12,-14,81,-2,0,94,96
Cc1cccc2cc(COC(=O)C3CCCO3)c(=O)[nH]c12 (configuration not stated),·,-3,6,-7,93,-2,·,92,81
COC(=O)c1c(NC(=O)c2ccc(C)cc2)sc(Cc2ccccc2)c1C,7,-7,-55,-7,·,3,-9,·,·
CCC1(C)Cc2c(sc3nnn(Cc4ccccc4Cl)c(=O)c23)CO1 (configuration not stated),0,-5,-30,6,·,16,2,·,·
CC(C)C(=O)Nc1cccc(NC(=S)NC(=O)c2ccc(Cl)cc2)c1,2,-6,8,-2,·,10,-3,·,·
O=c1[nH]nc(Cc2ccc3ccccc3n2)c2ccccc12,1,-7,11,-3,97,17,-4,93,80
O=C(CSc1nnnn1-c1ccccc1)NCc1cccs1,10,-4,5,7,84,5,-11,99,83
COC(=O)c1cc2c(ccn2-c2ccc(F)cc2)n1CC(=O)N1CCN(C(=O)c2ccco2)CC1,-1,1,-18,0,69,15,2,97,58
COc1ccc(C2N(C(=O)N3CCOCC3)CCN2S(=O)(=O)c2ccc(C)cc2)cc1 (configuration not stated),10,-3,-15,4,102,8,-9,88,100
COC(=O)CNC(=O)C(C)(C)Oc1ccc(Cl)cc1,0,-2,28,5,101,6,-2,103,103
